# TNAP activation fold = stimulation of alkaline phosphatase TNAP activity – biochemical, luminescent, no phosphate acceptor, uHTS, primary screen (AID 1001). purified TNAP, luminescent activation assay, no phosphate acceptor; higher activation fold means a stronger effect. activation fold at 20 µM; hits with a dose series show EC50 in µM. 200,000 compounds, 0.03% hits; in the data active = activation fold from about 3, or a potency from the dose series; inactive = the rest, 99 in 100 with activation fold below about 1.6; note: many of its hits are not listed in these tables
# NTR1 ag = NTR1-driven beta-arrestin-GFP spot formation – imaging, U2OS cells, high content, primary screen (AID 493036); P30989; agonist mode; activation, % at 20 µM; 330,000 compounds, 0.17% hits;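 active = activation at or above 40% of the spot to cytoplasm intensity ratio, with at least 20 cells analyzed; inconclusive = wells under 20 cells, flagged as cytotoxic or low count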;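 note: 0% = DMSO without peptide and 100% = 100 nM NTR1 peptide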
# Target sequence (P30989 whole entry, looked up): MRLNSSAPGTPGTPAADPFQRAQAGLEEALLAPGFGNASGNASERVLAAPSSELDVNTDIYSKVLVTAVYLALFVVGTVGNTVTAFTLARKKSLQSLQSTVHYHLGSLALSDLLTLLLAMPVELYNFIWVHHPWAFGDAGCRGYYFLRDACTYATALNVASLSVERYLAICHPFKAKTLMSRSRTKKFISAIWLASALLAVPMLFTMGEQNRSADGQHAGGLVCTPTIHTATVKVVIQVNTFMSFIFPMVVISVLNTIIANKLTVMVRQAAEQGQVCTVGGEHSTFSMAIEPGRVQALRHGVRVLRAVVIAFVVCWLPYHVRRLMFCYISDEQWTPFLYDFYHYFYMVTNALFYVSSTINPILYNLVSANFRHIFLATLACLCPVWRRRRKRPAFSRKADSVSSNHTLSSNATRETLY
# RSV CPE inhibition = inhibition of RSV-induced cytopathic effect – HEp-2 cells, primary 10 µM value included (AID 2391). 310,000 compounds, 0.13% hits. HEp-2 cells, RSV-induced CPE inhibition; higher % means a stronger effect. CPE inhibition, % at 10 µM; hits with a dose series show IC50 in µM; in the data active = a potency from the dose series; inconclusive = CPE inhibition mostly from about 23% at the one dose, without a potency; inactive = the rest, 99 in 100 with CPE inhibition below about 21%; note: strong numbers were not always called active
# Salmonella PhoP GFP = PhoP-dependent GFP reporter repression – Salmonella Typhimurium, primary screen (AID 1863) | 300,000 compounds, 0.16% hits | S. Typhimurium PhoP-regulated promoter GFP reporter, 4 h; higher % means a stronger effect | inhibition, % at 50 µM; hits with a dose series show IC50 in µM;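 active = inhibition over 29.93%, a cutoff 3 SD above the screen mean, later confirmed by dose response; inconclusive = inhibition over 29.93% but no dose response follow-up; inactive = inhibition at most 29.93% or unconfirmed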;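 note: 0% = low Mg2+ inducing control and 100% = high Mg2+ repressing control; strong numbers were not always called active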
# MgcRacGAP inhibition = MgcRacGAP GTPase-activating activity inhibitors, confirmation, biochemical, ADP Hunter fluorescence; MgcRacGAP-stimulated Rac1 GTP hydrolysis, ADP Hunter fluorescence; higher % means a stronger effect; GST-tagged Rac1 F28L mutant substrate; inhibition, % at 30 µM, or IC50 in µM where a hit was titrated; 340,000 compounds, 0.6% hits; AID 624330;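 active = first-screen hits whose inhibition reached a set limit at any dose in the follow-up dose series; inconclusive = inhibition above the set first-screen limit but never retested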;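 note: fluorescence reports GDP produced by GAP-driven GTP hydrolysis; strong numbers were not always called active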
# T cell modulator = T cell immune modulation candidate | calls only at 7 µM | 2C CD8+ T cell-vesicle binding, flow cytometry; hits give low values | 330,000 compounds, 0.068% hits | AID 2052;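 active = response, share of CD8 T cells binding vesicles, and their 90th percentile fluorescence all below set limits, cut at about 80% in these data, passing the limit was not always enough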
#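 Incubation: binding step 1.5 h, 37 °C, antibody labelling 20 min, ice; system: murine 2C transgenic CD8+ T lymphocytes; technique: cytometric PE anti-B7-1 and Alexa647 anti-CD8 signals after 1% paraformaldehyde fixation; also added: QL9-charged Drosophila Ld/ICAM-1/B7-1 vesicles; control set: naked versus QL9-loaded vesicles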
# Large T inhibition = TAg ATPase/helicase activity blockers – biochemical (AID 1903) | SV40 large T antigen ATPase/helicase inhibition assay; higher % means a stronger effect | inhibition, % at 20 µM, or IC50 in µM where a hit was titrated | 310,000 compounds, 0.39% hits; in the data active = a potency from the dose series; inconclusive = inhibition mostly from about 32% at the one dose, without a potency; inactive = the rest, 99 in 100 with inhibition below about 32%; note: strong numbers were not always called active
# UTI89 phage lysis = inhibition of K1F phage lysis, E. coli UTI89, bacterial capsule biogenesis inhibitors, alamar blue (AID 488966); E. coli UTI89 K1F phage lysis, alamar blue, 2 h; higher % means a stronger effect; one-dose inhibition, % at 100 µM; IC50 in µM for titrated hits; 340,000 compounds, 0.02% hits;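 active = phage lysis inhibition, versus mean bacterial control, above a set limit; inconclusive = no clear call, values can overlap the other calls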;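 note: capsule biogenesis inhibitors block K1F phage lysis so surviving cells raise fluorescence; higher fluorescence means more inhibition of phage lysis; actives were called in the ten point dose series up to 300 µM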
# Myeloid diff 2 = myeloid differentiation induction. calls only at 10 µM. ER-HoxA9 myeloid progenitors, lysozyme-GFP differentiation, flow cytometry. 360,000 compounds, 1% hits;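 active = normalized GFP-positive differentiation at or above the plate's own cutoff, the solvent-only control mean plus 3 SD; inconclusive = no clear call, values can overlap the other calls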;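 note: cells exposed to compound for four days before flow analysis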
# T cell modulator vesicle-bound % = second read-out of T cell modulator, no call of its own (marks repeat the call); double positive events, %; measured here: CD8+ vesicle-bound cell fraction;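 binding gate set so that unloaded-vesicle control wells show 10% double positive cells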
# NTR1 ag cell count 20 µM = also measured in NTR1 ag; calls as there; cell count; measured here: cell count, cytotoxicity flag
# Myeloid diff 2 GFP+ MAC1+ % = also measured in Myeloid diff 2; calls as there; GFP+ MAC1+ double positive, %; measured here: differentiation confirmed by MAC1 staining
# Active calls of the source: *; i = inactive; ? = inconclusive; / = not tested or not shown; + = active, no number; [ ] = dose if it differs, or a comment.
SMILES,TNAP activation fold,NTR1 ag,NTR1 ag cell count 20 µM,RSV CPE inhibition,Salmonella PhoP GFP,MgcRacGAP inhibition,T cell modulator,T cell modulator vesicle-bound %,Large T inhibition,UTI89 phage lysis,Myeloid diff 2,Myeloid diff 2 GFP+ MAC1+ %
O=C(CNC(=O)c1ccc(Cl)cc1)NNc1c(F)c(F)cc(F)c1F,/,3.0,44,/,/,4%,i,41,/,-1.0%,i,0.5
CCn1c(=O)c2cc(C(=O)N(C)c3ccc(OC)cc3OC)sc2c2ccccc21,/,5.8,74,13%,4%,3%,i,23,17%,-0.8%[50 µM],i,0.8
CNC(=S)N1CCc2cc(OC)c(OC)cc2C1,/,1.2,61,/,-7%,5%,i,33,-6%,1.1%,i,0.4
CC1(C)C(=O)Nc2ccccc2N1C(=O)COC(=O)Cc1c(F)cccc1Cl,/,0.6,73,1.7%,-8%,4%,i,32,13%,0.9%[50 µM],i,0.5
CC(OC(=O)/C=C/c1cccc(F)c1)C(=O)NC1CCCCC1C (stereo not given),/,0.0,52,1.3%,4%,5%,i,19,13%,0.3%,i,0.6
COc1cc(S(=O)(=O)N2CCN(C)CC2)c(OC)cc1Br,1.1,-1.0,47,0.4%,16%,-1%,i,41,5%,0.3%,i,0.4
COc1ccc(CN(CC2CCCO2)C(=O)CN2C(=O)C(C)Oc3ccc(C)cc32)cc1OC (stereo not given),1,4.0,77,0.2%,-3%,5%,i,44,2%,0.1%,i,1.1
CCOc1ccccc1NC(=O)C1CCN(S(=O)(=O)c2cccc3cccnc23)CC1,1,-4.0,58,0.3%,-2%,5%,i,46,-3%,0.4%,i,2.7
CC(=O)NC(NC(C)=O)c1ccc(N(C)C)cc1,1.1,-0.2,82,-0.2%,-7%,11%,i,/,30%,0.0%,i,0.9
Cc1c(C(=O)OCCN2CCCCC2)oc2ccccc12,1.1,1.5,79,1.2%,4%,-11%,i,10,-5%,2.2%,i,1.2
Cc1noc(C)c1C(=O)Nc1sc2c(c1C(N)=O)CCC2,1.2,5.6,68,-0.1%,6%,16%,i,48,-3%,-0.6%,i,4.6
O=C(NC(=S)Nc1ccc(S(=O)(=O)N2CCCC2)cc1)C1CCC1,1,1.2,51,1.9%,-2%,3%,i,42,-5%,1.3%,i,0.0
O=C(COC(=O)c1cc(=O)c2ccccc2o1)NCc1ccccc1,/,-0.7,71,/,/,2%,/,/,/,1.1%[50 µM],i,0.9
Cc1ccc(C(=O)Oc2ccc(C(=O)COC(=O)c3cnccn3)cc2)cc1,1.1,2.7,97,-0.1%,35%,5%,i,31,-2%,2.0%,i,1.3
COc1ccc2c(c1OC)C(=O)N1C2SC(C)(C)[C@H]1C(=O)NCCCOC(C)C (stereo not given in full),/,-0.4,101,1.4%,6%,9%,i,51,5%,0.0%,i,0.4
Cc1occc1C(=O)Nc1c(Cl)cccc1Cl,/,0.7,56,0.8%,-5%,10%,i,39,5%,0.3%,i,0.4
CC(C)(C)c1ccccc1OCCOCCSc1ncccn1,1.1,0.9,81,17%,-3%,2%,i,23,0%,0.1%,i,0.5
CC[N+]1(CC)CC2=Cc3c(ccc4ccccc34)CC2C1 (stereo not given),1.2,0.5,51,-0.5%,-3%,11%,i,47,2%,1.9%,+,3.3*
O=C(/C=C/c1cccc([N+](=O)[O-])c1)NC1CC2CCC1C2 (stereo not given),1.1,-2.5,63,2.5%,-5%,2%,i,47,2%,1.2%,i,0.6
Cc1nc2ccccc2c2c1CC(C)S2 (stereo not given),/,3.5,60,7.8%,-7%,12%,i,44,8%,0.4%,i,0.6
CCCCn1c(/C=N/Nc2nc3ccccc3[nH]2)nc2ccccc21,1.1,1.4,56,7.0%,?,10%,i,46,10%,7.9%,+,2.1*
COc1ccc(Oc2nc(-c3ccncc3)nc3ccccc23)cc1,/,9.3,56,1.6%,-1%,/,i,16,9%,/,i,0.8
Cc1ccccc1OCCCSc1nc2ccccc2[nH]1,1.5,6.1,63,2.0%,17%,9%,i,38,9%,0.3%,i,1.0
COCC(C)NC(=O)COc1nncc2ccccc12 (stereo not given),1.1,0.4,56,2.4%,-4%,3%,i,26,-8%,0.7%,i,0.5
CC(C)(C)n1nnnc1C(c1cccs1)N1CCN(Cc2ccccc2)CC1 (stereo not given),1.1,0.2,50,1.1%,2%,3%,i,13,2%,2.6%,i,1.3
# Next section
SMILES,TNAP activation fold,NTR1 ag,NTR1 ag cell count 20 µM,RSV CPE inhibition,Salmonella PhoP GFP,MgcRacGAP inhibition,T cell modulator,T cell modulator vesicle-bound %,Large T inhibition,UTI89 phage lysis,Myeloid diff 2,Myeloid diff 2 GFP+ MAC1+ %
Cn1cc([N+](=O)[O-])c(C(=O)Nc2ccc(Br)cn2)n1,1,-1.2,60,-2.0%,28%,13%,i,15,-4%,1.0%,i,8.6
COc1ccc(CN2CCN(S(=O)(=O)c3ccc(C)cc3)CC2)cc1Br,1,5.9,72,0.9%,-14%,25%,i,13,3%,0.0%,i,2.7
CC(c1ccco1)N(C(=O)c1ccccc1NS(=O)(=O)c1ccc(Cl)c([N+](=O)[O-])c1)c1ccccn1 (stereo not given),1.1,16,73,0.8%,12%,-10%,i,18,7%,-0.2%,i,1.0
O=C(Nc1ccc(S(=O)(=O)N2CCCC2)cc1)C1CC(=O)N(c2ccc(F)cc2)C1 (stereo not given),/,0.6,59,0.7%,6%,4%,i,15,-4%,0.1%,i,2.2
O=[N+]([O-])c1ccccc1-c1ccc(C(=S)N2CCCCC2)o1,/,3.8,32,12%,-12%,4%,i,58,27%,-1.6%,i,0.0
Cc1ccc(NC(=O)CSCC(=O)NCc2cccc(C(F)(F)F)c2)cc1,/,1.2,66,-2.5%,0%,7%,i,28,4%,-0.1%[50 µM],+,4.3*
CC1CCN(C(=O)CN2C(=O)c3cccc4cccc(c34)C2=O)CC1,1,1.6,59,-0.7%,1%,4%,i,22,7%,0.1%,i,0.2
Cc1nc2ccccc2c(=O)n1NC(=O)c1ccco1,1,-1.8,111,0.8%,0%,8%,i,36,9%,1.4%,i,0.3
CC1CC(C)CN(C(=O)c2ccc(CNc3c(N4CCCC4)c(=O)c3=O)cc2)C1 (stereo not given),/,1.0,67,1.7%,-3%,7%,i,34,28%,0.1%,i,0.6
CC(=O)Nc1c(C)ccc(S(N)(=O)=O)c1C,1.1,-2.8,24,-0.1%,4%,6%,i,59,18%,0.1%,i,0.1
COC(=O)c1ccc2c(C(C)(C)O)c(C(C)(C)O)[nH]c2c1,/,0.8,58,2.5%,3%,/,i,22,9%,/,/,/
OCCC1CN(Cc2nc3ccccc3s2)CCN1C1CCCCC1 (stereo not given),1,1.8,72,0.6%,3%,5%,i,58,7%,0.2%,i,0.4
Cc1c(O)nc(SCC(=O)Nc2ccc3c4c(cccc24)CC3)n(-c2ccc(F)cc2)c1=O,1.2,-0.9,71,1.4%,-2%,10%,i,46,10%,-0.2%,i,0.2
O=C1N/C(=N\N=C\c2ccc3ncccc3c2)SC1Cc1ccc(SC(F)F)cc1 (stereo not given),1,9.1,66,1.1%,5%,-1%,i,58,1%,0.3%,i,1.6
COc1ccc(NC(=O)CCCC(=O)c2ccccc2)cc1,/,-1.3,58,0.1%,13%,6%,i,5,5%,-0.1%,i,1.5
O=C1[C@H]2[C@@H](C3CC3)N3C(=O)CN(CC4CC4)C(=O)[C@@]3(Cc3ccccc3)[C@H]2C(=O)N1c1ccccc1,/,-1.9,48,/,/,-1%,i,11,/,0.7%,i,2.4
C=CCNC(=O)C(=O)Nc1ccc2c(c1)N(S(=O)(=O)c1cccs1)CCC2,/,3.7,48,0.8%,4%,10%,i,52,23%,0.7%[50 µM],i,1.7
COc1ccc(/C(C)=C(\C#N)C(=O)OC(C)C)cc1OC,1.1,-1.5,79,1.5%,-7%,6%,i,60,0%,0.0%,i,0.2
CS(=O)(=O)Nc1nnc(Cc2ccccc2)s1,1,1.2,46,0.8%,-38%,8%,i,25,2%,0.5%,i,0.6
Cc1cccc(Nc2nc(NC(C)C)nc(Oc3ccc(=O)n(C)n3)n2)c1,1,-1.2,88,-0.8%,-3%,4%,i,16,18%,-0.6%,i,0.5
O=C1OCC(CO)(CO)N=C1NNc1cc(Cl)ccc1Cl,1.1,-2.7,91,-1.0%,8%,2%,i,20,13%,2.8%,i,1.6
COc1cc(C(=O)NCC2(N(C)C)CCCCC2)ccc1OCc1ccccc1,/,-0.1,69,-0.8%,3%,3%,i,15,-13%,1.4%,i,1.1
CCn1nccc1C(=O)Nc1ccc(Cl)cn1,1.2,-0.1,64,2.2%,3%,3%,i,66,14%,-0.9%,i,1.0
N#C/C(=C(\O)c1cc(Cl)sc1Cl)c1nc2ccccc2[nH]1,/,6.3,57,-0.9%,3%,9%,i,16,-5%,0.3%,i,0.6
CCc1nnc(NC(=O)CSc2nnc(Cc3ccccc3)o2)s1,1,-0.7,57,2.5%,-13%,2%,i,36,13%,0.9%,i,9.2
CC(=O)c1cc(-c2ccc(F)cc2)n(CCC(=O)Nc2cccnc2)c1C,1.1,-0.4,73,1.1%,6%,7%,i,59,21%,4.5%,i,0.5
O=C(CCN1C(=O)/C(=C/c2ccccc2)SC1=S)NC1CCS(=O)(=O)C1 (stereo not given),/,1.8,78,2.0%,0%,8%,i,34,10%,0.5%,i,2.1

# One compound at a time, from the list above. Order of screens: TNAP activation fold	NTR1 ag	NTR1 ag cell count 20 µM	RSV CPE inhibition	Salmonella PhoP GFP	MgcRacGAP inhibition	T cell modulator	T cell modulator vesicle-bound %	Large T inhibition	UTI89 phage lysis	Myeloid diff 2	Myeloid diff 2 GFP+ MAC1+ %
# Record of `O=[N+]([O-])c1ccccc1-c1ccc(C(=S)N2CCCCC2)o1` : /	3.8	32	12%	-12%	4%	i	58	27%	-1.6%	i	0.0
# Record of `O=C1N/C(=N\N=C\c2ccc3ncccc3c2)SC1Cc1ccc(SC(F)F)cc1` (stereo not given) : 1	9.1	66	1.1%	5%	-1%	i	58	1%	0.3%	i	1.6
# Record of `C=CCNC(=O)C(=O)Nc1ccc2c(c1)N(S(=O)(=O)c1cccs1)CCC2` : /	3.7	48	0.8%	4%	10%	i	52	23%	0.7%[50 µM]	i	1.7

# Screening results (PubChem)
